Chronic BCR inh = chronic active BCR signaling inhibition | ABC-DLBCL IkBa-CBG/CBR reporter, luminescence ratio, 4 h | Potency, µM (top dose mostly 46.1 µM), for the others: top-dose ratio change, negative = lower green/red ratio, usual class: inhibitors | 340,000 tested, 0.05% active | AID 493014; active = well fitted inhibition curve with a large enough effect in the signal ratio, with a control signal flat, not every such curve was filed as active; inconclusive = small, poorly fitted or top-dose-only effect, or effect the other way, or a change in a side signal; the % refers to the signal ratio;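 note: potency is the fitted concentration of half-maximal effect; plate controls were basal doxycycline-induced cells for no effect and cells given 10 µM MG132 for full effect; MG132 reads +100%, hits lower the ratio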
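Doxycycline induced both beetle luciferases in TMD8 lymphoma cells; IKK-driven degradation limits the IkappaBalpha-fused green signal, while red luminescence normalises for cell number and nonspecific effects. Compounds tested up to 46 uM, 4 hrs.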
B2AR arrestin = recruits beta-arrestin to the human beta2-adrenergic receptor. Potency, µM (titrated, usually from 46.1 µM), for inactives: top-dose activation, actives largely listed as activators. 330,000 tested, 0.02% active. P07550. AID 492947. beta-arrestin recruitment to beta2AR, cell-based reporter;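 note: potency is the fitted concentration of half-maximal effect; 0% = DMSO controls and full agonism = EC100 isoproterenol or metaproterenol; nearly all actives have a fitted effect of over 65% in size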
uPA generation = blocks generation of uPA at the cell surface; cell surface uPA generation assay, qHTS; Potency, µM (titrated, usually from 38.3 µM), for inactives: top-dose activity change, negative = inhibition, hits mostly inhibitors; 330,000 tested, 0.31% active; active = well fitted inhibition curve with a large enough effect; inconclusive = small, poorly fitted or top-dose-only effect; inactive = no such curve, though single readings can be large or run the other way; tested in mouse RAW 264.7 cells; note: potency is the fitted concentration of half-maximal effect; % is set by controls: 0 for no effect and ±100 for the full control effect; nearly all actives have a fitted effect of over 55% in size
TSG101-PTAP inh = blocks PTAP/TSG101 interaction to inhibit HIV-1 budding | Q99816 | Fluorescence polarization, FITC-PTAP peptide / Tsg101 binding | Potency, µM (series often up to 115 µM), without a hit: top-dose activity change, negative = inhibition, actives largely listed as inhibitors | 340,000 tested, under 10 active | AID 493005; active = well fitted inhibition curve with a large enough effect in the main read-out, with a control signal flat, not every such curve was filed as active; inconclusive = small, poorly fitted or top-dose-only effect, or effect the other way, or a change in a side signal; inactive = no such curve, though single readings can be large or run the other way; note: potency is the fitted concentration of half-maximal effect; % of control where 0% means no effect
Target sequence (Q99816 whole entry, looked up): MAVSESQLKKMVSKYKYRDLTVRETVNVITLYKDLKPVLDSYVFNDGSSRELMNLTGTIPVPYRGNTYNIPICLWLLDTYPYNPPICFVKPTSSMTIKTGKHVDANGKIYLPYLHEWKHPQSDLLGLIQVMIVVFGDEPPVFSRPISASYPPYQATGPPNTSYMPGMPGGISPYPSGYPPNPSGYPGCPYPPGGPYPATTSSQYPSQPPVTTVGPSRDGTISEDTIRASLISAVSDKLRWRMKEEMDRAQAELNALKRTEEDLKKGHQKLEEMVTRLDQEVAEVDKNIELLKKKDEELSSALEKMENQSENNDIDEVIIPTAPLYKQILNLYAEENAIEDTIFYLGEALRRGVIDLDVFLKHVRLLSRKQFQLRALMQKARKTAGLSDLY
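Tsg101 binding domain (10 uM final) was mixed with compound and a FITC-labeled PTAP peptide (50 nM final) in HEPES pH 7.5 buffer with NaCl, Tween 20, EDTA and TCEP; fluorescence polarization was read after 20 min at r.t.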
ELG1 repair inh = ELG1-dependent DNA repair inhibition. HEK293T ELG1-luciferase reporter, luminescence, 16 h; DNA damage induced by 5-fluorouridine. Potency, µM (top dose mostly 46.1 µM), inactives show at the top dose activity change, negative = inhibition, most hits filed as inhibitors. 330,000 tested, 2.3% active. AID 504467; note: potency is the fitted concentration of half-maximal effect; % is set by controls: 0 for no effect and ±100 for the full control effect; nearly all actives have a fitted effect of over 55% in size
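5-Fluorouridine DNA damage + compound/DMSO, 2,000 cells/well, 16 h, 37 °C/5% CO2. ONE-Glo, 30 min RT, luminescence. Readout = decrease in reporter signal.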
TCR act = T cell receptor activation; AID 504894; primary human leukocytes, anti-CD3, IL-2 HTRF, 48 h; Potency, µM (doses to about 9.22 µM), for the others: at the top dose activation of IL-2 secretion, actives largely listed as activators; 330,000 tested, under 10 active; note: % of control where 0% means no effect
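1) Mix primary human leukocytes, a-CD3 beads and compound. 2) Incubate 48 hr. 3) Add HTRF IL-2 reagents (a-IL-2-K, a-IL-2-d2).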
USP2a block = inhibitors of human ubiquitin-specific protease USP2a. O75604. USP2 core, Ub-CHOP2 coupled fluorogenic reporter, 485/531. Potency, µM (doses to about 38.3 µM), for inactives: at the highest dose activity change, negative = inhibition, actives largely listed as inhibitors. 330,000 tested, 0.01% active. AID 463254;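 note: potency is the fitted concentration of half-maximal effect; plate controls were DMSO wells for no effect and full inhibition by NEM control for full effect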
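Deubiquitinase activity read as fluorescence (485/531 nm) after Ub-CHOP2 cleavage activates the enterokinase reporter on its substrate; USP2 core 10nM, Ub-CHOP2 and substrate 25nM each, 30min compound preincubation then 60min RT; data normalized to NEM, curves fitted.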
Eya2 phos inh = inhibitors of human Eya2 phosphatase activity; recombinant Eya2, OMFP fluorescence dephosphorylation (OMFP is methylfluorescein phosphate); Potency, µM (top dose mostly 76.9 µM), for the others: at the highest dose activity, negative = inhibition, actives largely listed as inhibitors; 330,000 tested, 0.006% active; AID 488837; note: potency is the fitted concentration of half-maximal effect; % is set by controls: 0 for no effect and ±100 for the full control effect
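Eya2 (0.2 uM) preincubated 10 min at ambient with compound, then OMFP substrate added at 50 uM; 10 min reaction in 50 mM HEPES pH 7.5, 50 mM NaCl, 5 uM MgCl2, 0.05% BSA, 1 mM DTT. Fluorescence read at Ex 485/Em 525 nm.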
Mito fusion act = blocks mitochondrial division or promotes mitochondrial fusion | S. cerevisiae fusion-defective mutant growth rescue, CellTiterGlo 48 h | Potency, µM (top dose mostly 46.1 µM), for the others: at the highest dose growth rescue (activation), hits mostly activators | 320,000 tested, 0.23% active;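 note: potency is the fitted concentration of half-maximal effect; % of control where 0% means no effect; nearly all actives have a fitted effect of over 45% in size; temperature-sensitive fusion mutants such as fzo1-1 at 37 °C on non-fermentable ethanol glycerol medium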
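Luminescent cell viability in 1536-well qHTS format served as the measure of rescued growth in ts fusion-mutant S. cerevisiae cultured on non-fermentable YPEG for 48 hours at 37C.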
TSHR antag = antagonists of human thyroid stimulating hormone receptor; 330,000 tested, 0.2% active; TSHR-expressing cells, TSH-stimulated cAMP HTRF, 2 h; active compounds read low; AID 504810; activity change, negative = inhibition, % at 11.5 µM;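 active = activity change below a set negative limit, meaning inhibition stronger than a set level, cut at about -70% in these data; inconclusive = activity change between two set negative limits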; note: % is set by controls: 0 for no effect and ±100 for the full control effect
Target sequence (P16473 whole entry, looked up): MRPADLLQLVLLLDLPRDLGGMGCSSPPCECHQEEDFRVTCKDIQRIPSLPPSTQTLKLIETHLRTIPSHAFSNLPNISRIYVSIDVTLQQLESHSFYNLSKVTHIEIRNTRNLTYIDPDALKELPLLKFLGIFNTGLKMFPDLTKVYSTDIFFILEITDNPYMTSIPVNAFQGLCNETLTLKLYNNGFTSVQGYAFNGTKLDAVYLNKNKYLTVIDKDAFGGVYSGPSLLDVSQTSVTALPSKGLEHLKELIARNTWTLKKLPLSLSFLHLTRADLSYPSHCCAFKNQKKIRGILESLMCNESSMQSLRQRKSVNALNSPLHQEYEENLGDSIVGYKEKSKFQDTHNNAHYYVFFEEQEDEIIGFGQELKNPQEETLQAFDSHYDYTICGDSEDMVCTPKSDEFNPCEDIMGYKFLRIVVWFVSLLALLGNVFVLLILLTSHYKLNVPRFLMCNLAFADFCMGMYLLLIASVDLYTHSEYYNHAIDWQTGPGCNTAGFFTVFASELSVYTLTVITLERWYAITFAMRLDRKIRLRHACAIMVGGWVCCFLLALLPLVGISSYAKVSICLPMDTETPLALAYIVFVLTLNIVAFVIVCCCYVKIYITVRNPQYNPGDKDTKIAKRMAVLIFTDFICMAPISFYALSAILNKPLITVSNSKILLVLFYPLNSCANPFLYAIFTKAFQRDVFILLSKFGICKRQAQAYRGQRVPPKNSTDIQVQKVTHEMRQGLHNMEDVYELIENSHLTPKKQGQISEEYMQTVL
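Freshly harvested TSHR cells receive pin-tooled compound, then EC80 TSH at 4nM final. After 2 hours at 37 deg C, antibody in lysis buffer and cAMP-d2 are added; 30 minutes at ambient temperature precede the HTRF read.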
Tb PFK inh = T. brucei PFK enzyme inhibition; T. brucei PFK, ADP-Glo luminescence; Potency, µM (top dose mostly 57.5 µM), for the others: at the top dose activity, negative = inhibition, usual class: inhibitors; O15648; 330,000 tested, 0.17% active;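 note: potency is the fitted concentration of half-maximal effect; 0% = uninhibited 1x PFK enzyme wells and -100% = no-enzyme wells; nearly all actives have a fitted effect of over 60% in size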
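PFK 1.25 nM, F6P 0.5 mM, ATP 0.1 mM, 0.1 M TEA pH 8.0, 5 mM MgCl2, 0.01% Tween20, 0.1% BSA; 45 min RT. ADP-Glo readout. qHTS titration up to 57 uM; curves fitted, compounds curve-classed.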
Starred values were filed as active, the others as inactive; ? = inconclusive; . = not tested or not shown; & = joins results of further samples; [ ] = remark or other dose. Unless noted, calls come from the whole dose curve; as a rule, active = well fitted curve in the direction sought with a large enough effect; inconclusive = small, poorly fitted or top-dose-only effect, or another doubt; inactive = no such curve, though single readings can be large; an effect the other way counts as inactive or inconclusive. An excerpt, so the mix of outcomes need not match the whole.

SMILES	Chronic BCR inh	B2AR arrestin	uPA generation	TSG101-PTAP inh	ELG1 repair inh	TCR act	USP2a block	Eya2 phos inh	Mito fusion act	TSHR antag	Tb PFK inh
O=S(=O)(c1ccc(Cl)cc1Cl)N1CCCC1c1cccnc1 (stereo unspecified)	?	-0.4%	-1%	-3%	?	-8%	0%	-5%	4%	-30	2%
O=C(CN1CCN(C(=O)COc2cccc(F)c2)CC1)Nc1ccc(Cl)c(C(F)(F)F)c1	?	0.2%	-19%	-5%	?	-48%	-6%	-4%	-7%	5	-26%
C=C(c1ccccc1)P(=O)(O)O	?	-0.1%	3%	-1%	-5%	.	1%	3%	-7%	6	-2%
Cc1ccc(C(O)P(=O)(Oc2ccccc2)Oc2ccccc2)cc1 (stereo unspecified)	-4%	-2.2%	0%	1%	8%	1%	0%	-26%	-9%	-6	11%
Cc1cc(C(=O)N2CCC3(CC2)OCCO3)no1	6%	0.4%	4%	-2%	7%	-3%	2%	-1%	0%	16	-17%
O=C(CN1CCN(Cc2cccc(Cl)c2)C1=O)N1CCC2(CC1)OCCO2	7%	-0.2%	-1%	-1%	2%	2%	0%	-16%	0%	-6	0%
COC(=O)c1cc(=O)n(Cc2ccco2)c(=Nc2ccc(F)c(Cl)c2)s1	?	-0.1%	10µM*	-4%	?	-9%	2%	7%	25%	-23	-2%
CCOC(=O)c1c(C)n(COCCO)c2ccc(O)cc12	-17%	0.0%	.	-10%	-9%	-1%	2%	-5%	1%	0	-3%
N=Cc1c(O)n(-c2ccccc2)c(=O)n(-c2ccccc2)c1=O	4%	0.9%	9%	-8%	8%	-3%	2%	?	4%	-1	?
CCOc1c(Cl)cc(CNC(C)C(O)c2ccccc2)cc1OC (stereo unspecified)	-15%	0.0%	7%	-2%	-6%	1%	2%	-23%	0%	9	-1%
Cc1cc(OCC(=O)NC(Cc2ccc(Cl)cc2)C(=O)O)c2c3c(c(=O)oc2c1)CCC3 (stereo unspecified)	12%	-0.9%	1%	-3%	-9%	1%	0%	8%	2%	5	-2%
C=CCOC(=O)C1=C(C)OC(N)=C(C(=O)OCC)C12C(=O)N(CC(N)=O)c1ccccc12 (stereo unspecified)	-10%	-0.1%	.	0%	-12%	5%	-1%	35%	3%	43	0%
COc1cc(NC(=O)c2cc(C)on2)cc(C(=O)Nc2cccc(C(F)(F)F)c2)c1	-1%	-0.3%	?	-11%	-30%	-2%	-10%	9%	-50%[inhibitor]	-5	3%
COc1cccc(C(=O)C2CCCN(Cc3ccc(F)cc3)C2)c1 (stereo unspecified)	-1%	0.2%	7%	-4%	0%	-8%	4%	10%	-1%	-22	-2%
Cn1c(O)c(C=NCc2ccco2)c(=O)n(C)c1=O	?	-0.6%	-4%	-9%	0%	7%	3%	-8%	2%	-2	-5%
C=CCOC(Cn1ccnc1)c1ccc(Cl)cc1Cl (stereo unspecified)	-4%	0.0%	-19%	-6%	21%	1%	0%	18%	25µM*	-2	0%
O=c1[nH]c(=O)n(-c2cccc(Cl)c2)c(O)c1/C=N/c1ccccn1	1%	-0.3%	-4%	-2%	13%	-2%	2%	4%	1%	-7	2%
O=C1N[C@H](Cc2ccccc2)COC(=O)[C@H](Cc2ccc(F)cc2)C/C=C\C[C@H]1CC(=O)N(CCO)Cc1ccccc1	?	2.6%	?	.	-11%	-3%	-8%	-4%	.	12	0%
CC(NCc1ccc(Cl)cc1Cl)C(O)c1ccccc1 (stereo unspecified)	?	-0.2%	1%	-9%	?	2%	1%	-4%	-8%	-15	1%
CC#CCOC(=O)c1c(C)nc2sc3c(c2c1N)CCC(O)C3 (stereo unspecified)	6%	0.2%	?	-3%	-11%	-5%	4%	3%&-22%	-25%&-2%	-8&-6	0%
O=C1C2CCN(CC2)C1Cc1ccccc1O (stereo unspecified)	0%	-3.1%	4%	3%	-1%	-1%	-1%	12%	-4%	21	2%
COC(=O)C1=C(c2ccc(C(C)=O)cc2)C[C@@H]2CC[C@H]1N2C(=O)N1CCOCC1	-1%	0.2%	-5%	-1%	25%	-1%	0%	-23%	-8%	-11	-1%
Cc1cc(N2CCN(C)CC2)nc2ccccc12	-1%	0.3%	2%	-7%	6%	9%	3%	-4%	-3%	5	0%
Cc1cccc(-n2c(C)nc3ccccc3c2=O)c1C	-1%	0.0%	-9%	1%	-13%	-1%	-1%	-1%	4%	-3	1%
CCOC(=O)c1c(NC(NC(=O)CF)C(Cl)(Cl)Cl)sc2c1CCCC2 (stereo unspecified)	?	-0.5%	0%	-1%	-2%	-3%	2%	-8%	13%	-25	0%
More structures:
SMILES	Chronic BCR inh	B2AR arrestin	uPA generation	TSG101-PTAP inh	ELG1 repair inh	TCR act	USP2a block	Eya2 phos inh	Mito fusion act	TSHR antag	Tb PFK inh
Cn1c(=O)oc2cc(S(=O)(=O)N3CCC(C(=O)N4CCN(c5ccccc5)CC4)CC3)ccc21	2%	0.0%	6%	-2%	?	-6%[46.1 µM]	3%	4%	-1%	3	-1%
COC(=O)C1=C(c2ccc(F)cc2OCc2ccccc2)C[C@@H]2CC[C@H]1N2C(=O)NCc1cc(C)oc1C(F)(F)F	1%	0.2%	-29%	3%	?	-5%	-4%	3%	.	-5	1%
COc1ccc(-n2c(/C=C3\C(=O)Nc4ccccc43)nc3ccccc3c2=O)cc1	-8%	0.1%	0%	-7%	17%	-4%	-5%	-2%	-1%	2	-3%
O=P(OCC(F)(F)C(F)F)(N1CCOCC1)N1CCOCC1	-21%	0.2%	2%	-2%	5%	2%	0%	-5%	-1%	-2	2%
CC(C)N1CCN(Cc2cccc3c2OCO3)CC1CCO (stereo unspecified)	-23%	-0.9%	0%	1%	8%	7%	-5%	-2%	4%	-6	-4%
CCOC(=O)C1=C(C)OC(N)=C(C(=O)OCC)C12C(=O)Nc1ccc(Br)cc12 (stereo unspecified)	?	-0.1%	3%	-2%	-17%	-3%	-5%	-10%	-2%	7	2%
O=P(Oc1ccccc1)(Oc1ccccc1)C(O)c1ccccc1 (stereo unspecified)	4%	0.3%	11%	-3%	2%	0%	2%	-22%	0%	-15	-2%
Cc1cc(OCC(=O)OC(C)C)c2c3c(c(=O)oc2c1)CCCC3	2%	0.1%	-5%	-4%	?	0%	-6%	14%	5%	1	1%
CCOc1ccc(NC2=NCCCS2)cc1	2%	0.5%	-1%	-1%	-9%	-1%	2%	1%	9%	19	4%
CCC1C/C(=C\c2cc(OC)c(OC)cc2OC)C(=O)/C(=C/c2cc(OC)c(OC)cc2OC)C1 (stereo unspecified)	?	-0.4%	?	9%	6.5µM*	6%	-3%	-5%	-1%	-5	10%
O=C1C=C(Nc2ccccc2O)c2ccccc2C1=O	?	-0.7%	-13%	-2%	?	8%	2%	-2%	-9%	-13	-8%
N/C(=N\[N+](=O)[O-])N/N=C/c1ccc(O)cc1	-10%	-0.5%	-3%	-7%	16%	.	2%	-7%	-1%	28	-4%
CC1C(=O)N(Cc2ccc(F)cc2)c2ccccc2N1C(=O)c1c(F)cccc1F (stereo unspecified)	?	0.1%	-2%	0%	?	0%	-3%	1%	8%	-33	-5%
Cn1c(O)c(C=Nc2ccccc2-c2ccccc2)c(=O)n(C)c1=O	5%	-1.0%	4%	0%	-8%	-3%	2%	11%	0%	-7	-2%
Cc1nn(C)c(C)c1/C=C1/CC2C3CC=C4CC(O)CCC4(C)C3CCC2(C)C1=O (stereo unspecified)	-8%	-0.2%	3%	-7%	1%	-9%[46.1 µM]	0%	3%	16µM*	-2	-2%
CCOc1ccc(Cl)cc1CNCCc1ccc(F)cc1	-4%	-0.2%	-3%	-2%	20%	-4%	3%	-17%	3%	-1	2%
COc1ccc(N2C(=O)NC(=O)/C(=C/c3cccc(OC(=O)c4cccs4)c3)C2=O)cc1Cl	-2%	-0.3%	-6%	-12%	12%	3%[46.1 µM]	-1%	-12%	-3%	13	-1%
CCCc1nnc(NC(=O)CCC(=O)N2CCN(CCOC(c3ccccc3)c3ccccc3)CC2)s1	6%	-0.6%	-2%	1%	?	2%[46.1 µM]	-2%	2%	0%	0	1%
CN1CCN(c2cc(N3CCNCC3)ccc2[N+](=O)[O-])CC1	-8%	-0.1%	1%	-6%	-1%	-1%[46.1 µM]	-6%	-3%	8%	8	-5%

From PubChem BioAssay
